Assay outcomes from PubChem.
EPAC2 antag: antagonists of human EPAC2. EPAC2 GEF exchange of Rap1B-BODIPY-GDP, fluorescence. Potency, µM (doses to about 114 µM), for inactives: top-dose activity, negative = inhibition, hits mostly inhibitors. AID 720708. 0.18% of 360,000 active. Q8WZA2; note: % is set by controls: 0 for no effect and ±100 for the full control effect; nearly all actives have a fitted effect of over 45% in size; many of its hits are not listed in these tables
TDP43 rescue: TDP-43 toxicity inhibition in yeast; AID 652104; TDP-43 expressing yeast growth rescue, BacTiter-Glo, 24 h; Potency, µM (titrated, usually from 46.1 µM), for inactives: at the top dose growth rescue (activation), actives largely listed as activators; 1.8% of 410,000 active; note: % of control where 0% means no effect; nearly all actives have a fitted effect of over 50% in size
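Cell-based yeast growth screen: TDP-43 expression induced in galactose, inoculum OD600=0.02 after raffinose pregrowth to mid-log. Read-out BacTiter-Glo luminescence at 24 hr, 30 deg C; inhibition of toxicity seen as signal increase.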
EPAC2 ag: agonists of human EPAC2 (RAPGEF4); EPAC2 activation, biochemical qHTS; response scale: 100% = 6.5 mM cAMP response; Potency, µM (series often up to 154 µM), for inactives: at the highest dose activation, actives largely listed as activators; 0.079% of 360,000 active; note: nearly all actives have a fitted effect of over 50% in size
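Fluorescence exchange assay: 100 nM EPAC2 with 250 nM RAP1B-BODIPY-GDP and 50 uM GDP; compounds tested as a concentration-titration series (qHTS). Loss of Rap1-bound BODIPY-GDP fluorescence read at 480/540 nm; data normalized to 6.5 mM cAMP.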
PTHR1 agonist: PTHR1 (human) receptor agonism | Q03431 | HEK293 GP2 PTHR1 cells, GloSensor cAMP luminescence, 1 h | AID 743266 | 0.075% of 410,000 active | Potency, µM (series often up to 115 µM), without a hit: top-dose activation, hits mostly activators; note: nearly all actives have a fitted effect of over 55% in size; some results filed as inactive show a strong effect at the top dose; inactives centre near -15; many of its hits are not listed in these tables
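HEK-293-derived GP2 cells expressing PTHR1 and a GloSensor cAMP reporter, 3,000/well, plated overnight, given luciferin plus IBMX (each 0.5 mM as added) for 1 h at 37 °C, then compound for 1 h at 37 °C. Luminescence was read after 15 min at room temperature.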
EPAC1 agonist: activates human EPAC1 exchange factor | O95398 | EPAC1 agonist qHTS, biochemical assay; response scale: 100% = response to 6.5 mM cAMP | Potency, µM (titrated, usually from 154 µM), for inactives: at the highest dose activation, actives largely listed as activators | 0.073% of 360,000 active; note: nearly all actives have a fitted effect of over 60% in size
Target sequence (O95398 whole entry, looked up): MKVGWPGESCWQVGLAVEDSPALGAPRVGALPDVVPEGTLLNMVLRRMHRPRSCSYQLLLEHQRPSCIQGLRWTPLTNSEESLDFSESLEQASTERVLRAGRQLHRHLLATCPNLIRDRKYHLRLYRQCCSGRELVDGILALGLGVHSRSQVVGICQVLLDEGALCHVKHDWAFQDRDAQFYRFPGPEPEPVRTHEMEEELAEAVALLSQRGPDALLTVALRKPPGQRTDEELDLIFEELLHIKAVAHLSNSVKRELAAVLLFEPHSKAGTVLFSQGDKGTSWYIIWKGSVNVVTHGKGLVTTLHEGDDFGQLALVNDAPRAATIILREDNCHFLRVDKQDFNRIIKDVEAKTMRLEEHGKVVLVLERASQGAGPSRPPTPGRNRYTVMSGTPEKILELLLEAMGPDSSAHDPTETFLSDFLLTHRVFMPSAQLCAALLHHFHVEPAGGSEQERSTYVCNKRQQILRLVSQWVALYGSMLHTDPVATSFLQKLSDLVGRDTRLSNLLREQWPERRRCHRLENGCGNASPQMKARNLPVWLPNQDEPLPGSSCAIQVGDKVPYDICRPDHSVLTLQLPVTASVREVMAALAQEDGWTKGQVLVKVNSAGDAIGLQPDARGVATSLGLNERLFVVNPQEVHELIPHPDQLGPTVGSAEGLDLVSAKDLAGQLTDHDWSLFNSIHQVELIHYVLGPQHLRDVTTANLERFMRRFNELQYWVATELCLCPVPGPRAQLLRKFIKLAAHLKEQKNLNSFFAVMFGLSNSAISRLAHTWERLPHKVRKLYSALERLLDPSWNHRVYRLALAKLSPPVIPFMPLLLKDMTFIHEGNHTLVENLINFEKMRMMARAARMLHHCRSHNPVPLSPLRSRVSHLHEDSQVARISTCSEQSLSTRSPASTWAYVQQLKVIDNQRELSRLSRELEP
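Fluorescent GDP-exchange assay: 100 nM EPAC1 with 250 nM Rap1B preloaded with BODIPY-GDP and 50 uM GDP; compounds tested as concentration series, 5 min at room temperature, then read every 5 min for 30 min (ex 480/em 540 nm); normalized to 6.5 mM cAMP.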
FUS suppressor: suppressors of FUS proteinopathy in yeast | AID 1347120 | 0.24% of 390,000 active | Potency, µM (titrated, usually from 76.6 µM), without a hit: at the highest dose growth rescue (activation), actives largely listed as activators | S. cerevisiae FUS-expressing, growth rescue, OD600, 24 h;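 note: plate controls were DMSO vehicle for no effect and reference control for full effect; nearly all actives have a fitted effect of over 55% in size; some results filed as inactive show a strong effect at the top dose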
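Quantitative HTS measuring growth restoration of FUS-toxic yeast. Galactose-induced cells (OD 0.005) were exposed 24hr at 30C to compounds at several concentrations, then absorbance at 600 nm was recorded.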
EPAC1 antag: EPAC1 (human) antagonism; 0.14% of 360,000 active; Potency, µM (top dose mostly 115 µM), for inactives: at the top dose activity change, negative = inhibition, hits mostly inhibitors; AID 720709; EPAC1 GEF assay, Rap1b-BODIPY-GDP exchange fluorescence; O95398;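 note: plate controls were vehicle for no effect and positive control for full effect; nearly all actives have a fitted effect of over 50% in size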
aSyn yeast inh: alpha-synuclein toxicity inhibition in yeast | Yeast expressing alpha-synuclein, growth rescue, BacTiter-Glo, 24 h | Potency, µM (titrated, usually from 46.1 µM), without a hit: top-dose growth rescue (activation), most hits filed as activators | 0.14% of 370,000 active | AID 652106; note: % of control where 0% means no effect; nearly all actives have a fitted effect of over 65% in size
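Readout is rescue of growth in alpha-synuclein-expressing yeast, so inhibitors of toxicity appear as activators. Growth after 24 hr at 30 deg C in galactose medium is quantified by luminescence.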
Starred values were filed as active, the others as inactive; i = inactive; ? = inconclusive; nt = not tested or not shown; [ ] = remark or other dose. Calls come from the whole dose curve; as a rule, active = well fitted curve in the direction sought with a large enough effect; inconclusive = small, poorly fitted or top-dose-only effect, or another doubt; inactive = no such curve, though single readings can be large; an effect the other way counts as inactive or inconclusive. Potency is the fitted concentration of half-maximal effect. An excerpt; rates above refer to the full screens.

Start of the data: the first two records as a preview:
The line under a structure holds: EPAC2 antag	TDP43 rescue	EPAC2 ag	PTHR1 agonist	EPAC1 agonist	FUS suppressor	EPAC1 antag	aSyn yeast inh
CC(C)[C@H](NC(=O)N1CC(=O)Nc2ccccc21)C(=O)N[C@H](Cc1c[nH]c2ccccc12)C(=O)O
    1.1%	-10.1%	0.2%	i	-13.0%	0.3%	-1.3%	-3.6%
CC(C)Cn1c(SCC(=O)N2CCN(C(=O)c3ccco3)CC2)nc2ccccc2c1=O
    5.1%	18.0%	12.5%	-22.0%	-4.4%	-23.6%	0.1%	-4.0%

The whole of this part, from the first entry:
The line under a structure holds: EPAC2 antag	TDP43 rescue	EPAC2 ag	PTHR1 agonist	EPAC1 agonist	FUS suppressor	EPAC1 antag	aSyn yeast inh
CC(C)[C@H](NC(=O)N1CC(=O)Nc2ccccc21)C(=O)N[C@H](Cc1c[nH]c2ccccc12)C(=O)O
    1.1%	-10.1%	0.2%	i	-13.0%	0.3%	-1.3%	-3.6%
CC(C)Cn1c(SCC(=O)N2CCN(C(=O)c3ccco3)CC2)nc2ccccc2c1=O
    5.1%	18.0%	12.5%	-22.0%	-4.4%	-23.6%	0.1%	-4.0%
Cc1ccc(Cn2c(=N)c(C(=O)NC3CCCCC3)cc3c(=O)n4ccccc4nc32)cc1
    9.9%	-0.1%	-26.4%	-6.9%	1.5%	33.6%	4.7%	-0.1%
O=C1c2ccccc2C(=O)N1CC(=O)N1c2ccccc2CCc2ccccc21
    1.4%	-0.8%	0.7%	i	6.3%	14.1%	3.4%	-1.3%
CCOc1ccc(CNS(=O)(=O)c2c(C(=O)N3CCCC3)c(C)n(C)c2C)cc1OC
    4.6%	-15.2%	5.1%	-21.2%	1.5%	-28.7%	-29.3%	-7.3%
Cc1ccc(CSCc2nnc(SCC(=O)N3CCN(c4ccccc4)CC3)n2C)cc1
    -10.0%	9.3%	-0.4%	-44.9%[inhibitor][57.5 µM]	-9.3%	?	-3.4%	7.4%
O=C(CCc1nc2ccccc2c(=O)[nH]1)NNC(=O)COc1ccc(Br)cc1
    19.8%	-10.9%	-0.4%	-19.5%	-1.3%	18.5%	10.1%	-8.8%
Cc1cc(=O)n2nc(N3CCCC(C(=O)NCc4cccc(Br)c4)C3)sc2n1 (centres undefined)
    -2.0%	1.0%	3.8%	-25.7%	-4.3%	0.5%	11.7%	1.2%
COc1ccccc1N1CCN(CCCNC(=O)C2CCCN(c3ncnc4c3nc3n4CCCCC3)C2)CC1 (centres undefined)
    0.7%	4.4%	3.8%	-30.1%[inhibitor]	-11.4%	5.2%	-23.5%	12.9%
CCOc1ccc(S(=O)(=O)N2CCC(C(N)=O)CC2)c2ccccc12
    -2.4%	13.1%	-12.6%	i	-1.9%	12.9%	5.6%	-0.1%
Cc1cc(Cl)ccc1N(CC(=O)NCc1ccccc1)S(C)(=O)=O
    -12.9%	14.7%	3.0%	6.5%	-0.4%	9.7%	-2.3%	3.8%
Cc1nnc(SCC(=O)Nc2cc(S(=O)(=O)N3CCOCC3)ccc2C)s1
    14.6%	-21.4%	0.8%	i	-6.2%	12.9%	3.6%	-0.7%
COc1ccc(NS(=O)(=O)NC(=O)c2cn(C)c3ccccc23)cc1
    -1.4%	8.4%	3.1%	i	-18.7%	-3.1%	4.3%	-7.2%
CN(C)CCCNC(=O)CCC1CCCCC1
    1.9%	-5.5%	-0.2%[15.6 µM]	i	-12.2%	-15.0%	-3.5%	-0.5%
Cc1cc(NC(=O)C(C)SCC(=O)NCc2ccc(F)cc2)no1 (centres undefined)
    -10.2%	-4.1%	9.2%	7.7%	-5.6%	nt	-12.1%	0.9%
Cc1nc2c3ccccc3nc(SCC(=O)N3CC(C)CC(C)C3)n2n1 (centres undefined)
    16.7%	-15.8%	6.2%	22.8%	-2.0%	nt	-5.3%	6.5%
CCNC(=O)N1CCC(n2nccc2NC(=O)CCOc2ccccc2)CC1
    1.7%	6.3%	4.2%	i	0.7%	27.0%	7.2%	2.0%
CCOc1ccccc1-n1c(CN2CCN(C(=O)c3ccco3)CC2)nc2ccccc2c1=O
    4.3%	-13.1%	-1.0%	i	-7.2%	14.3%	4.6%	4.4%
Cn1cc(SCC(=O)N2CCOCC2)c2ccccc21
    3.9%	6.0%	0.4%	-21.7%	4.7%	-14.3%	-0.9%	-5.2%
CCOC(=O)C(Cc1cc(C(C)=O)ccc1OCC)C(=O)OCC
    -5.1%	-4.3%	9.7%	-13.8%	-1.3%	48.9%	-3.6%	6.9%
COC(=O)C1=CN(Cc2ccc(OC)c(OC)c2)C=C(C(=O)OC)C1c1cccc(O)c1
    -20.9%	15.9%	?	-13.9%	-0.2%	11.0%	-14.6%	3.9%
CCCc1nnc(SCC(=O)N2CCCCC2C)n1CC1CCCO1 (centres undefined)
    -5.8%	-4.5%	1.0%	i	4.0%	11.2%	-8.7%	0.1%
CCOC(=O)c1c(N)sc2c1CCCC2
    2.0%	?	-1.3%	-0.7%[57.5 µM]	0.6%	27.6%	0.5%	13.9%
CSc1ccccc1-c1nc(-c2ccncc2)no1
    1.1%	14.1µM*	-7.1%	-15.3%	-6.9%	1.4%	-2.4%	14.2%
Cc1ccc(N(CC(=O)NC(C)C)C(=O)CCC(=O)Nc2nccs2)cc1C
    14.2%	-12.6%	-2.2%	0.0%	8.6%	9.8%	-10.8%	-6.0%
Cn1c(=O)oc2cc(S(=O)(=O)N3CCN(c4ccccc4)CC3)ccc21
    8.8%	25.8%	0.6%	i	3.4%	0.4%	12.0%	1.8%
COc1ccc(C(=O)/C=C/c2cccc(OCc3ccccc3)c2)cc1CSCC(=O)O
    ?	20.4%	6.3%	-25.2%	-2.5%	?	?	-68.0%[inhibitor]
O=C(Nc1cccc(-c2nc3ccccc3s2)c1)c1ccc2c(c1)OCO2
    11.7%	-2.7%	8.9%	-22.9%[57.5 µM]	3.6%	13.2%	-0.7%	-10.6%
CC(C)c1nc(SCC(=O)NCC2CCCO2)c2c(=O)n(C)c(=O)n(C)c2n1 (centres undefined)
    0.0%	-1.0%	7.6%	-15.8%	1.2%	-11.3%	4.9%	-0.6%
CN(CC(=O)NCCc1ccc(Cl)cc1)S(=O)(=O)c1cccs1
    0.6%	-7.2%	10.9%	i	2.3%	-15.8%	5.4%	1.8%
O=C(COC(=O)C1=COCCO1)Nc1ccc(Oc2ccccc2)cc1
    -18.6%	?	10.0%	-79.5%[inhibitor]	1.5%	-3.0%	-3.3%	nt
O=C(O)c1ccccc1SCc1cn2ccccc2n1
    -4.9%	-9.2%	5.3%	-27.1%	4.0%	23.2%	6.8%	-1.2%
CC(NC(=O)C(=O)NN=C1CCC(C(C)(C)C)CC1)c1ccccc1 (centres undefined)
    5.7%	4.1%	-3.2%	i	-9.0%	nt	-2.7%	2.6%
CCCCc1nc2cc(C(=O)NCCc3cnn(C)c3)ccc2o1
    0.7%	-20.9%	-3.9%	-15.8%	6.0%	nt	-6.7%	-5.0%
O=C1[C@@H]2[C@@H]3C[C@@H]([C@H]4ON=C(c5ccc(Cl)cc5)[C@@H]34)[C@@H]2C(=O)N1c1ccc2c(c1)OCO2
    -1.3%	4.9%	8.8%	-14.2%	8.5%	36.8%	-18.9%	19.0%
CC(C)Cc1nc2n[nH]c(N)c2c2c1CCC2
    8.5%	10.5%	-3.3%	i	-4.0%	3.2%	4.5%	1.5%
Cc1sc2nc(CN3CCOCC3)[nH]c(=O)c2c1-c1ccccc1
    7.4%	14.2%	8.2%	i	-6.0%	nt	-6.4%	-3.5%
O=C(CN(Cc1cccs1)C(=O)CNS(=O)(=O)c1ccc(F)cc1)NCc1ccco1
    7.7%	16.4%	-4.0%	i	-1.2%	-3.8%	-23.1%	9.6%
C/C(=N\OCC(=O)Nn1c(C)nc2ccccc2c1=O)c1ccccc1
    9.9%	24.7%	-1.5%	-13.8%	-4.2%	nt	5.1%	6.9%
CCc1nc2ccccc2c(=O)n1NC(=O)c1c(O)c2ccccc2[nH]c1=O
    -0.7%	-11.1%	-3.6%	-0.2%	9.6%	nt	-16.0%	-0.2%
Cn1cccc1C(=O)NC(=O)COC(=O)CNC(=O)CNC(=O)c1ccc(Cl)cc1Cl
    4.2%	-13.1%	2.2%	-17.9%	-14.9%	?	8.9%	-3.3%
Cc1cc(C(F)(F)F)c(C#N)c(SCC(=O)NC2CC2)n1
    4.2%	-11.0%	-2.5%	-2.0%[57.5 µM]	-3.9%	23.1%	2.0%	-4.8%
CC(C)(C)OC(=O)N1CC=C2C(C#N)=C(N)C(C#N)(C#N)C(c3cccs3)C2C1 (centres undefined)
    -18.1%	?	7.2%	-2.7%[57.5 µM]	16.2%	24.7%	?	8.0%
CN(CC(=O)Nc1cccc(F)c1)C(=O)c1cc([N+](=O)[O-])ccc1N1CCCCC1
    6.4%	7.2%	1.7%	-32.7%[inhibitor]	?	14.1%	-16.9%	2.3%
Cc1ccc(C)c(S(=O)(=O)NCc2ccc(C(=O)N3CCCCC3C)cc2)c1 (centres undefined)
    -3.9%	-12.0%	17.3%	i	4.4%	35.3%	7.9%	-2.0%
COc1ccc(CCNC(=O)COc2ccc(-c3ccccc3)cc2)cc1OC
    3.2%	13.9%	-8.4%	-20.2%	2.5%	nt	-3.9%	0.7%
CCCCOC(=O)CCc1c(C)[nH]c(=O)c(C#N)c1C
    2.6%	-13.9%	-10.3%	i	-10.9%	-12.7%	-16.6%	8.8%
O=S(=O)(Nc1ccc(S(=O)(=O)N2CCOCC2)cc1)c1ccc(Br)cc1
    3.2%	1.3%	-2.6%	i	7.0%	10.4%	-12.9%	4.1%
CCNC(=O)CN1C(=O)NC2(CCOc3ccccc32)C1=O (centres undefined)
    -5.1%	-28.9%	4.9%	i	0.4%	0.1%	3.4%	-17.7%
Cc1ccc(C)n1CCN1CCN(S(=O)(=O)c2ccc(F)cc2F)CC1
    2.8%	-5.2%	5.1%	i	2.8%	28.0%	8.2%	-0.7%
O=C(/C=C/c1ccco1)Nc1ccc2nc3n(c(=O)c2c1)CCCC3
    -7.0%	1.0%	-4.6%	-19.5%	-1.9%	26.3%	-11.8%	8.3%
CS(=O)(=O)c1ccc(Cl)c(NC(=O)CNC(=O)c2ccc3c(c2)OCO3)c1
    -2.9%	-13.2%	13.5%	i	1.1%	20.1%	-9.7%	0.1%
CCc1nc2c(OCc3ccc(F)c(F)c3)cccn2c1N(C)C(=O)c1cccs1
    -6.2%	0.0%	12.2%	i	-4.8%	6.7%	-14.8%	-17.1%
